# From PubChem
# GPR7 antagonist = blocks human GPR7 receptor signaling; P48145; GPR7-expressing cells, fluorescence antagonist assay; inhibition, % at 4.4 µM; 290,000 tested, 1.1% active; AID 1861; in the data active = inhibition above about 16%, passing the limit was not always enough;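 also: cells stimulated with the agonist NPW; 0% = agonist with vehicle and 100% = vehicle without agonist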
# TAAR1 antag = human TAAR1 antagonism. Q96RJ0. CHO RD-HGA16 TAAR1, Fluo-8 calcium fluorescence, antagonist. inhibition, % at 3 µM. 360,000 tested, 1.5% active. AID 624466;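 active = inhibition above a per-plate cutoff, the mean inhibition of test compounds on that plate plus 3 SD, cut at about 49% in these data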;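 also: 0% = DMSO plus EC80 beta-PEA response and 100% = DMSO alone without agonist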
#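 test system = CHO RD-HGA16 cells bearing hTAAR1 | replication = singlicate | controls = DMSO-only wells and EC80 β-PEA-stimulated wells | reagent = EC80 β-phenethylamine stimulus | read-out basis = percent inhibition of PEA-evoked calcium signal, max/basal emission ratio | schedule = seeding 17-24 h prior, 75-min 37 °C, 30-min RT dye loading | signal = kinetic Fluo-8 calcium fluorescence measurement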
# CHO-K1 Ca PAM = counter-screen for M1 PAMs: effect in parental CHO-K1 cells; ATP EC20, Fluo-8 calcium fluorescence; 0% at ATP EC20, 100% at ATP max; activation, % at 3 µM; 360,000 tested, 0.02% active;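 active = activation above the run cutoff, the mean activation of all test compounds plus 3 SD, cut at about 40% in these data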;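 also: peak over basal fluorescence ratio in a 140 s read after ATP addition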
# OXTR potentiate = potentiators of human oxytocin receptor; activation, % at 3 µM; P30559; CHO-OTR cells, Fluo-8 calcium fluorescence, potentiator mode; 0% = oxytocin EC15, 100% = EC100; 320,000 tested, 0.061% active;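 active = activation above that plate's cutoff, the mean activation of tested compounds plus 3 SD, cut at about 6.6% in these data, passing the limit was not always enough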;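 also: 100% uses oxytocin at 75 nM as the full agonist control; some results filed as inactive read as strong as hits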
# Target sequence (P30559 whole entry, looked up): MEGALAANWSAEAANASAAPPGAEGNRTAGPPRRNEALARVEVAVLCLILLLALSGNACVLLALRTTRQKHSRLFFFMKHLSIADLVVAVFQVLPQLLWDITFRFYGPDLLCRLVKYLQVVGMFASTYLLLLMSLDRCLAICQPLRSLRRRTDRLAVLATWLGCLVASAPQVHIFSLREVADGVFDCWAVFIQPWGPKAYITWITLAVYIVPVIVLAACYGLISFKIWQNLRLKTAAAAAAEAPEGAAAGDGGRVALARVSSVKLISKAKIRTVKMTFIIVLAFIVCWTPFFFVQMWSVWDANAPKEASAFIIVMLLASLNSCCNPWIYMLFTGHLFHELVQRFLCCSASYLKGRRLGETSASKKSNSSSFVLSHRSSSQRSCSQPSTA
#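 Replication – single well per compound, singlicate · Assay system – CHO cell line stably expressing human OTR · Timing – 6 min pre-incubation, 100 s read · Measure – normalized max/min fluorescence ratio, % activation · Doses – 3.0 µM, one dose · Detection – Fluo-8 calcium dye fluorescence · Probe or stimulus – oxytocin near EC15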
# OXTR agonist = agonists of human oxytocin receptor; P30559; CHO-OTR cells, Fluo-8 calcium fluorescence; normalized: DMSO 0%, oxytocin 100%; activation, % at 3 µM; 320,000 tested, 0.32% active;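 active = activation above the mean of all tested compounds plus 3 SD, cutoff set per screening run, cut at about 20% in these data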;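 also: peak over basal fluorescence ratio from a 100 s FLIPR kinetic read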
# CHO-K1 Ca ag = nonselective activator or artifact in parental CHO-K1 cells; AID 602248; Fluo-8 calcium fluorescence; scaled to maximal ATP response, vehicle zero; 360,000 tested, 0.48% active; activation, % at 3 µM; in the data active = activation above about 15%;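 also: untransfected CHO-K1 host cells lacking M1 receptor as counterscreen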
# CHO-K1 Ca antag = nonselective inhibitor or artifact in parental CHO-K1 cells; AID 602250; ATP-induced calcium, Fluo-8 fluorescence; 360,000 tested, 0.6% active; inhibition, % at 3 µM;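 active = inhibition above a per-plate cutoff, the plate's mean sample inhibition plus 3 SD, cut at about 24% in these data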;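 also: 0% = DMSO plus EC80 ATP and 100% = DMSO alone without ATP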
# V1R ag counter = activates human V1a receptor in oxytocin agonist counter-screen. 320,000 tested, 0.25% active. CHO-V1R cells, Fluo-8 calcium fluorescence, agonist mode; 0% DMSO, 100% 3 nM vasopressin. P37288. AID 2797. activation, % at 3 µM;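 active = activation above the mean activation of all tested compounds plus 3 SD, per screening run, cut at about 20% in these data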;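 also: signal is peak over basal fluorescence ratio across a 100 second FLIPR read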
# Target sequence (P37288 whole entry, looked up): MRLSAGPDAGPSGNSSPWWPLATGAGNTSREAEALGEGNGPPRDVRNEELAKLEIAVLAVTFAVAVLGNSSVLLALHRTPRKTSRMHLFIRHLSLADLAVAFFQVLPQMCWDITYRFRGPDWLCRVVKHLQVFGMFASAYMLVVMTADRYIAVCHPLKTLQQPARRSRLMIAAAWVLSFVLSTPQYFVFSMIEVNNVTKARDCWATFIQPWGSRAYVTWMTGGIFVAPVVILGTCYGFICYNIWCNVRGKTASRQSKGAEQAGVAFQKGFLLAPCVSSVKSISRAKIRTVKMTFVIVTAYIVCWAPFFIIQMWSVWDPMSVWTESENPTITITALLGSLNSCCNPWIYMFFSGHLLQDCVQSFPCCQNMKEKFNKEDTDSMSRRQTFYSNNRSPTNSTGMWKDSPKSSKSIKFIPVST
# CHO parental Ca = signal in parental CHO cells, OX1R antagonist counter-screen. 330,000 tested, 0.63% active. AID 463079. inhibition, % at 5.6 µM. parental CHO-K1, ATP-induced calcium, Fluo-8 fluorescence;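 active = inhibition above that plate's mean sample inhibition plus 3 SD, cut at about 26% in these data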;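 also: 0% = ATP-challenged DMSO wells and 100% = DMSO wells without ATP; some compounds past the cut are filed as inactive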
#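 material = parental CHO cells | also added = ATP as calcium-mobilizing challenge | dosing = single point at 5.6 µM | detection = intracellular calcium via Fluo-8 no-wash fluorescent dye | read-out = % inhibition | benchmarks = low control ATP plus DMSO, high control DMSO only | repeats = one well per compound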
# * marks the source's active call; other numbers are inactive results; . = no result given; & = joins results of further samples.
# Values in the order – GPR7 antagonist	TAAR1 antag	CHO-K1 Ca PAM	OXTR potentiate	OXTR agonist	CHO-K1 Ca ag	CHO-K1 Ca antag	V1R ag counter	CHO parental Ca
Cc1nc(N2CCOCC2)c(C#N)c2c1COC(C)(C)C2
    -11.7	12.9	19.4	-5.9	-0.5	7.8	2.3	-0.3	4.6
Cc1nonc1OC(C)CNCCNc1ccc([N+](=O)[O-])cc1 (stereo unspecified)
    -8.3	-0.7	-25.9	-3.4	1.6	-0.2	8.6	0.9	-22.5
COc1ccccc1NS(=O)(=O)c1ccc(N2CCOCC2)c(NC(=O)c2ccco2)c1
    -8.2	-11.1	1.9	-4.4	1.8	2.1	5.0	0.6	-10.7
COc1cccc(NC(=S)N2c3ccccc3CC2C)c1 (stereo unspecified)
    -10.2	1.0	3.1	-9.7	-0.7	1.0	-14.6	-0.2	2.5
CC(C)=CCN1CCN(Cc2cc3ccccc3[nH]2)CC1CCO (stereo unspecified)
    -11.6	1.0	20.5	2.2	0.2	0.8	-14.0	-0.2	-8.5
CCOc1ccccc1N1CCN(C(=O)c2c(-c3c(F)cccc3Cl)noc2C)CC1
    -17.1	42.2	-0.7	-12.9	1.6	5.4	-5.1	0.5	-28.3
CC(C)(C)NC(=O)CN(Cc1cccs1)C(=O)CN1C(=O)C(=O)c2ccccc21
    1.4	31.5	-19.8	-9.3	-0.2	2.2	17.2	-0.5	-7.8
CCN(CC)Cc1cc(CC(C(N)=O)C(N)=O)ccc1OC
    -1.8	11.1	19.3	-9.7	-0.1	0.3	-12.6	-0.2	3.5
COc1c(O)cccc1-c1nnn(CCC(=O)OCC(=O)c2ccccc2)n1
    3.0	-1.6	11.9	-8.7	7.6	2.9	-17.5	5.5	-24.0
CN(C)S(=O)(=O)c1cccc(-c2nn(-c3ccccc3)cc2/C=C2\SC(=S)NC2=O)c1
    -7.3	68.4*	16.0	-11.9	8.8	2.6	0.8	6.4	8.1
O=C(NCc1ccco1)c1ccc(CS(=O)c2ccccc2Cl)o1 (stereo unspecified)
    .	-12.8	-2.1	.	.	0.4	3.3	.	.
CCCn1nnnc1NCc1c(F)cccc1Cl
    -7.1	-3.8	4.7	-5.1	0.3	0.3	-3.1	0.2	-0.1
COc1cccc(C(=O)NCCS(=O)(=O)N2CC(C)CC(C)C2)c1 (stereo unspecified)
    .	-13.8	-12.6	-5.5	0.2	1.0	4.8	1.2	-15.2
CC(=O)c1ccc(N(CC(=O)NC2CCCC2)C(=O)CCC(=O)Nc2cc(C)on2)cc1
    -15.4	-17.6	-27.6	-7.2	0.6	0.0	2.7	-0.7	5.0
C/C(=N\NC(=O)c1ccc(N(C)C)cc1)c1cccnc1
    -18.7	-11.8	1.2	-9.2	-0.8	-0.1	9.8	-0.6	4.2
O=C(CCNC(=O)c1ccc(Br)cc1)NCc1ccco1
    .	-23.6	14.1	-7.5	-0.8	1.3	-9.6	-0.7	6.5
COC(=O)c1ccc(-c2ncc[nH]2)cc1
    -4.5	12.8	-1.7	0.0	0.1	-0.2	-1.4	0.5	-10.1
CC(NC(=O)CSc1nc2c(cc1C#N)CN(C)CC2)c1ccccc1 (stereo unspecified)
    -13.3	4.4	19.5	-11.4	-0.3	0.5	-10.5	-0.6	-25.1
C[C@H](CO)N1C[C@H](C)[C@H](CN(C)C(=O)CCC(F)(F)F)OCc2cnnn2CCCC1=O
    .	-6.4	1.4	.	.	0.2	19.2	.	.
Cc1nc(N2CCCCC2)[nH]c(=O)c1CN(C)N=O
    .	-22.7	-23.3	.	.	-0.2	20.3	.	.
Cc1ccc(S(=O)(=O)CCC(=O)N2CCc3ccccc32)cc1
    -9.4	-3.8	14.0	-5.8	-1.7	0.1	-11.9	10.3	-28.1
CNc1ccc(/C=C\CCCO)cn1
    .	-15.7	10.4	.	.	-0.2	0.8	.	.
COc1cc2c(cc1OC)C(C1C(=O)CC(C)(C)CC1=O)N(C(=O)CCl)CC2 (stereo unspecified)
    -4.3	-5.8	-2.3	-2.2	0.1	-0.2	7.7	0.3	-9.4
CC(=O)N1CCCc2cc(S(=O)(=O)CCC(=O)N3CCN(c4cccc(C)c4)C(C)C3)ccc21 (stereo unspecified)
    -3.3	-5.1	6.0	-8.8	4.1	4.6	3.0	4.1	-8.8
CCCn1c(N)c(C(=O)COc2ccc(Br)cc2F)c(=O)n(C)c1=O
    -8.0	-0.8	16.5	-1.4	0.9	6.4	-9.9	5.1	-15.6
CCOC(=O)C(=CNc1nc(-c2ccccc2)c(C(=O)Nc2ccc(-c3ccccc3)cc2)s1)C(=O)OCC
    -8.7	-55.8	19.9	-1.0	0.4	1.1	-16.0	0.5	-12.6
O=C(NNC1CCN(Cc2ccccc2)CC1)c1ccccc1
    .	-5.8	8.6	.	.	0.5	-8.5	.	.
COc1ccc(NC(=O)c2ccco2)cc1NC(=O)c1ccc(C#N)cc1F
    0.7	1.0	-23.8	-12.7	0.6	0.6	16.3	-0.5	-10.6
CC(=O)c1ccc(NC(=O)CCNS(=O)(=O)c2cc(Br)cnc2N)cc1
    16.8	-6.6	5.0	-6.4	1.4	6.3	0.1	0.9	-0.7
COc1ccc(-c2cn(Cc3ccc4c(c3)C(=O)c3ccccc3C4=O)nn2)cc1
    2.0	7.0	12.5	-5.3	1.0	0.7	-13.0	-0.2	-7.8

# 3 entries from above, arranged by the number in GPR7 antagonist, smallest number first:
canonical_smiles	GPR7 antagonist
CC(C)=CCN1CCN(Cc2cc3ccccc3[nH]2)CC1CCO (stereo unspecified)	-11.6
CN(C)S(=O)(=O)c1cccc(-c2nn(-c3ccccc3)cc2/C=C2\SC(=S)NC2=O)c1	-7.3
COc1cc2c(cc1OC)C(C1C(=O)CC(C)(C)CC1=O)N(C(=O)CCl)CC2 (stereo unspecified)	-4.3

# Additional results follow.
# Values in the order – GPR7 antagonist	TAAR1 antag	CHO-K1 Ca PAM	OXTR potentiate	OXTR agonist	CHO-K1 Ca ag	CHO-K1 Ca antag	V1R ag counter	CHO parental Ca
Cc1ccc(C)c(OCC(=O)Nc2c[nH]c(=O)[nH]c2=O)c1
    -3.8	-5.5	5.7	0.3	0.1	0.3	-7.1	0.8	-1.4
COc1ccccc1/C=C/C(=O)OCCCN(C)C
    -10.9	-4.4	-3.9	-6.0	-0.2	0.0	5.9	-0.4	11.1
OCCOCCn1c(C(CO)Nc2nc(-c3cccc(Br)c3)cs2)nc2ccccc21 (stereo unspecified)
    .	24.8	5.2	-8.4	3.3	0.5	7.9	6.5	-14.5
Nc1ccc(S(=O)(=O)Nc2nccc(/C=C/c3ccc(Br)s3)n2)cc1
    -0.4	5.5	4.2	-23.6	-1.5	-0.1	0.7	-0.4	1.4
COc1ccc(CNC(=O)c2cc(=O)c3c(C)cc(C)cc3o2)cc1
    0.0	9.4	-5.6	-4.1	-1.1	3.2	-13.4	-0.8	-5.8
Cc1sc(NC(=S)NC(=O)c2ccco2)c(C(N)=O)c1C
    -18.8	13.6	-3.8	2.4	0.6	3.3	2.2	0.6	-2.1
CC(C)(C)c1[nH]c2ccccc2c1/C=N/O
    -5.5	10.9	17.2	-10.7	0.8	0.8	-4.1	0.1	-10.8
COc1ccc(NC(=O)Nc2ccc(N3CCCC3=O)cc2)cc1OC
    -0.2	-2.0	19.2	-6.9	0.1	0.7	-16.2	0.7	-14.6
CCC/C(O)=C1\C(=O)CCCC1=NCCCCCC(=O)O
    -9.2	-1.3	-4.2	0.5	0.9	0.2	9.8	1.1	-5.4
COC(=O)c1cn(NC(=O)c2cc(OC)c(OC)c(OC)c2)c(=O)c2ccccc12
    0.1	-3.1	-0.7	-10.3	-0.8	-0.5	-2.4	1.4	-2.1
CCOC(=O)C1=CCN(S(C)(=O)=O)C1c1ccc(C)cc1 (stereo unspecified)
    .	1.4	11.0	.	.	0.9	10.3	.	.
COC(=O)/C(C#N)=C/c1c(Oc2cccc(C)c2C)nc2ccccn2c1=O
    -9.6	-12.2	10.0	-4.0	0.2	0.5	-10.4	-0.2	1.3
CCC1=NN2C(=N)/C(=C\c3cccn3-c3ccc(Cl)cc3)C(=O)N=C2S1
    -19.4	-10.1	24.8	-4.4	0.2	0.9	-11.9	0.2	2.2
CCOC(=O)C1=C(CS(=O)(=O)c2ccccc2)NC(=O)NC1c1ccc(O)c(OC)c1 (stereo unspecified)
    -5.6	-21.8	9.3	-3.3	1.9	0.4	-13.0	0.1	-8.4
Brc1ccc(Oc2nsnc2N2CCOCC2)cc1
    -3.6	8.5	7.6	-1.7	-2.3	0.0	2.2	-0.2	-3.0
O=C(NCc1cccnc1)c1cccc(S(=O)(=O)Nc2cccc(Cl)c2)c1
    .	11.7	-6.3	-7.7	4.5	4.3	-7.3	1.8	-0.3
O=C(Nc1ccc(OC(F)(F)F)cc1)c1[nH]ncc1[N+](=O)[O-]
    3.2	-0.4	-21.4	-27.8	2.1	2.4	-7.6	2.1	-3.1
CCC1CCCCN1CCCNC(=O)Cn1nc(-c2ccc(C)cc2)ccc1=O (stereo unspecified)
    -3.2	-4.8	27.2	-0.3	-1.9	0.0	-6.3	-0.7	-13.7
CC(=O)c1c(OC(=O)c2ccccc2)c2ccccc2n1C
    -17.5	17.6	16.3	-6.7	-1.9	0.7	-9.2	-0.4	-32.7
COc1ccc(C(=O)c2c[nH]c(C(=O)NCc3ccco3)c2)cc1
    4.3	-1.8	-8.8	-0.4	0.8	1.2	1.1	1.5	-12.8
COc1ccc(Nc2nc(S(=O)(=O)c3ccc(C)cc3)c(Cl)s2)cc1
    -8.0	0.6	1.8	-13.5	-2.4	1.7	-5.3	1.3	-4.8
O=C(NCCN1CCOCC1)c1cc(-c2ccc(Cl)cc2)on1
    -14.3	.	10.3	-1.9	4.0	1.4	-12.6	2.6	-14.9
Nc1nc(-c2ccco2)nn1S(=O)(=O)c1ccc(Cl)cc1
    -15.8	-14.2	-10.1	-11.7	0.1	3.0	-16.4	0.5	-24.0
CC1Nc2ncnc(N3CCc4ccccc4C3)c2N(Cc2ccc(Br)cc2)C1=O (stereo unspecified)
    .	32.3	3.5&18.9	-7.3	1.0	0.1&0.9	-5.6&12.8	2.7	-19.9
COc1ccccc1NS(=O)(=O)c1cc(C(=O)N2CCN(C/C=C/c3ccccc3)CC2)ccc1C
    6.6	13.3	9.1	-14.1	4.8	6.0	-6.8	7.2	-16.3
COc1ccc(C(=O)C[n+]2ccc(-c3nnc4n3CCC4)cc2)cc1
    -11.5	-13.4	-11.8	-6.9	-1.8	0.0	12.4	0.1	-3.6
CC(C)CN1CCN(CC#Cc2ccccc2)CC1CCO (stereo unspecified)
    -14.5	-20.4	13.0	-15.2	-0.2	1.7	-13.4	0.2	-19.9
